Compound activity (PubChem BioAssay)
PME-1 primary = PME-1 inhibitors via competitive probe labeling, primary screen, biochemical, fluorescence polarization, FP-Rh probe, HTS. recombinant PME-1. inhibition, % at 5.9 µM. 0.53% of 320,000 active;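 active = inhibition above the campaign mean of all compounds plus 3 SD, cut at about 26% in these data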;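 also: competitive labeling of PME-1 active site by serine hydrolase directed probe; 0% = PME-1 with DMSO and 100% = wells lacking PME-1 enzyme; inhibitors block probe labeling so polarization falls and inhibition rises; many of its hits are not listed in these tables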
PAFAH1B2 inh = PAFAH1B2 enzyme inhibitors, primary screen, biochemical, fluorescence polarization, human. 1.2% of 340,000 active. recombinant PAFAH1B2, FP-rhodamine activity probe. Platelet-activating factor acetylhydrolase IB subunit alpha2 (Homo sapiens), P68402. inhibition, % at 3.39 µM;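 active = inhibition above the mean of all tested compounds plus 3 SD, cut at about 24% in these data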;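 also: 0% = enzyme with DMSO and 100% = wells lacking PAFAH1B2; many of its hits are not listed in these tables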
pPAFAH inh = pPAFAH enzyme inhibitors, primary screen, biochemical, fluorescence polarization, human; inhibition, % at 3.39 µM; 1.5% of 330,000 active; Platelet-activating factor acetylhydrolase (Homo sapiens), Q13093; recombinant pPAFAH, FP-rhodamine probe fluorescence polarization;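 active = inhibition above the mean inhibition across the screen plus 3 SD, cut at about 25% in these data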;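 also: inhibitors block binding of the rhodamine activity-based probe so polarization drops; 0% = enzyme with DMSO and 100% = wells lacking pPAFAH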
Target sequence (Q13093 whole entry, looked up): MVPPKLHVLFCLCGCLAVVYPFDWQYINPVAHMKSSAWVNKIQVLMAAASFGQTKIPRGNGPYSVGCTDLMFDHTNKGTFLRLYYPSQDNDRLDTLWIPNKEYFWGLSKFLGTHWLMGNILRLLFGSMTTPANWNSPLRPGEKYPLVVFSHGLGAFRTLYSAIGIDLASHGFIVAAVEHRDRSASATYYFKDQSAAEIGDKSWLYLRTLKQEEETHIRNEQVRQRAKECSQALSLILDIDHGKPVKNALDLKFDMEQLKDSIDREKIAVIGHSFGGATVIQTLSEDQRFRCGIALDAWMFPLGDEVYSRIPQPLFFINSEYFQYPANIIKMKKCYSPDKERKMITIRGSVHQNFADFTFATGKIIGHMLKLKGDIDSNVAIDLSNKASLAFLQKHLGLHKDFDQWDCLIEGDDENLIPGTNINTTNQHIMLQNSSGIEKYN
LYPLA2 inh = LYPLA2 inhibitors, primary screen, counter-screen for PME1 inhibitor project, biochemical, fluorescence polarization, FP-Rh probe ABPP. Acyl-protein thioesterase 2 (Homo sapiens), O95372. inhibition, % at 5.9 µM. recombinant LYPLA2. 0.38% of 320,000 active. AID 2177, 2009;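 active = inhibition above the screen-wide mean plus 3 SD, limit set per campaign, cut at about 26% in these data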;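 also: 0% = LYPLA2 with DMSO and 100% = wells lacking LYPLA2 enzyme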
LYPLA1 counter = LYPLA1 inhibitors, primary screen, counter-screen for PME1 inhibitor project, biochemical, fluorescence polarization, FP-Rh probe ABPP; Acyl-protein thioesterase 1 (Homo sapiens), O75608; 0.16% of 320,000 active; recombinant LYPLA1; inhibition, % at 5.9 µM;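 active = inhibition above the mean of all tested compounds plus 3 SD, set per campaign, cut at about 14% in these data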;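 also: inhibitors block serine hydrolase probe labeling of LYPLA1 so polarization falls; 0% = enzyme with DMSO and 100% = wells lacking LYPLA1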
GSTO1 inh = inhibitors of recombinant GSTO1, primary screen, counter-screen for RBBP9 inhibitor project, biochemical, fluorescence polarization. 1.1% of 300,000 active. inhibition, % at 5.96 µM. activity-based probe fluorescence polarization;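 active = inhibition above the campaign mean inhibition plus 3 SD, cut at about 35% in these data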;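 also: 0% = GSTO1-1 with DMSO and 100% = wells lacking GSTO1-1 enzyme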
Target sequence (P78417 whole entry, looked up): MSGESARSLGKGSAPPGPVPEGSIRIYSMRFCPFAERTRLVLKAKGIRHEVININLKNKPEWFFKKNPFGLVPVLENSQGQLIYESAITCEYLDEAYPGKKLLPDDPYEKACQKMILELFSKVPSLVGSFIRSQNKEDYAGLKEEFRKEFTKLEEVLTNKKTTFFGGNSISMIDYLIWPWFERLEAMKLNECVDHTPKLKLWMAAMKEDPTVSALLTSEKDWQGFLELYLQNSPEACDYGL
PAD4 FP inh = human PAD4 inhibitors, primary screen, biochemical, fluorescence polarization, 1536-well format. Protein-arginine deiminase type-4 (Homo sapiens), Q9UM07. recombinant PAD4, RCA probe fluorescence polarization. inhibition, % at 6.36 µM. 0.41% of 330,000 active;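 active = percent inhibition above a cutoff equal to the mean of all tested compounds plus 3 SD, cut at about 15% in these data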;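 also: 0% = PAD4 with RCA probe and DMSO and 100% = probe without PAD4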
PREPL inhibitor = PREPL enzyme inhibitors, primary screen, biochemical, fluorescence polarization | Prolyl endopeptidase-like (Homo sapiens), Q4J6C6 | 0.68% of 320,000 active | recombinant PREPL, fluorescence polarization activity-based probe | inhibition, % at 5.96 µM; in the data active = inhibition above about 43%;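 also: 0% = enzyme with DMSO and 100% = wells lacking enzyme; many of its hits are not listed in these tables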
PAFAH1B3 FP inh = PAFAH1B3 enzyme inhibitors, primary screen, biochemical, fluorescence polarization, human. AID 492972, 2010. inhibition, % at 3.39 µM. 0.28% of 340,000 active. Platelet-activating factor acetylhydrolase IB subunit alpha1 (Homo sapiens), Q15102. recombinant PAFAH1B3, FP-rhodamine probe;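 active = inhibition above the screen-wide average of all tested compounds plus 3 SD, cut at about 25% in these data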;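 also: 0% = enzyme with DMSO only and 100% = wells lacking PAFAH1B3 protein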
Target sequence (Q15102 whole entry, looked up): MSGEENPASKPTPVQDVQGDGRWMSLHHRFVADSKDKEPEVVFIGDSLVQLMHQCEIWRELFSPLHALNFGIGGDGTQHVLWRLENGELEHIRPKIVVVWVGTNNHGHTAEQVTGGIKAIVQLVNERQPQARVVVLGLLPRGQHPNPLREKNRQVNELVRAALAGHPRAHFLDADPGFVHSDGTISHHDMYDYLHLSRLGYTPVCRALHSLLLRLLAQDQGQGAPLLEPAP
Numbers without * were called inactive; · = no result given; & = joins results of further samples. Only part of the results is shown; rates above refer to the full screens.

SMILES	PME-1 primary	PAFAH1B2 inh	pPAFAH inh	LYPLA2 inh	LYPLA1 counter	GSTO1 inh	PAD4 FP inh	PREPL inhibitor	PAFAH1B3 FP inh
Cc1ccc(OC(F)F)c(N2C(=O)C3C4CCC(O4)C3C2=O)c1 (centres undefined)	7	3	-3	-1	-1	·	-11	21	5
O=P1(Nc2cccnc2)COc2ccccc2OC1	-2	-1	6	6	1	3	-4	-6	-1
CON(C)C(=O)Nc1ccc(Cl)cc1	-1	-1	0	-1	5	1	0	2	1
O=C1CC(=O)N(c2ccc(Cl)cc2Cl)C(=O)N1	-3	7	1	-1	-6	5	-9	11	6
O=C1NC(=O)N(Cc2ccco2)C(=O)/C1=C/C=C/c1ccco1	-17	5	33*	-3	-2	28	-6	-12	4
CCC(=NC(C)c1ccccc1)c1c(O)[nH]c(=O)[nH]c1=O (centres undefined)	5	2	7	-3	2	-4	-2	-4	10
CC1C(OC(=O)CCC(=O)NC(C)(C)CO)O[C@H]2OC3(C)CC[C@H]4[C@H](C)CCC1C24OO3 (some centres undefined)	-3	0	1	1	-1	3	-3	-6	5
COc1cc2c(c(OC)c1OC)-c1ccc(C(=O)O)cc1[C@@H](NC(C)=O)CC2	-2	4	-3	0	-2	4	-4	-7	1
O=C(Nc1cccc(OC(=O)N2CCCCC2)c1)N1CCOCC1	-4	-2	4	0	2	7	4	-1	7
Oc1c(Cl)c(Cl)c(Cl)c(Cl)c1Cl	19	20	15	28*	9	-17	0	2	11
Cc1c(NP(=S)(C(C)(C)C)C(C)(C)C)c(=O)n(-c2ccccc2)n1C	-2	2	3	-2	1	-2	-3	6	1
O=C(NCCN1CCOCC1)c1ccc(Cl)nc1	4	4	1	12	3	11	-2	2	-1
O=C(NCc1cccnc1)C(Cl)(Cl)Cl	6	1	1	9	2	-3	1	1	-3
COC(=O)C1=C(c2ccc(C(C)=O)cc2)C[C@@H]2CC[C@H]1N2C(=O)NCCCOC(C)C	-4	8	6	8	3	·	-4	10	6
CN1CCN(c2nc(N)cc(=O)[nH]2)CC1	1	4	-3	1	1	1	2	15	-2
COc1ccc(OC)c(-n2c(O)c(C=NCCN3CCNCC3)c(=O)[nH]c2=S)c1	-2	1	6	5	2	0	-2	0	1
C[N+]1(C)[C@@H]2CC[C@H]1CC(OC(=O)C(CO)c1ccccc1)C2 (some centres undefined)	-4	-3	1	8	2	2	0	9	3
COc1ccc(-n2c(O)c(C=NCCN(C)C)c(=O)[nH]c2=O)cc1	1	2	5	-2	-1	-3	-1	0	2
CCOP(=O)(OCC)C(O)c1ccc(N(C)C)cc1 (centres undefined)	-2	13	-1	11	0	-3	-4	26	3
CN1CCN(Cc2ccc3ccccc3c2)CC1	-5	-2	6	2	2	4	-3	-2	0
Cc1c(N=Cc2c(O)n(CCc3ccc(F)cc3)c(=O)[nH]c2=O)c(=O)n(-c2ccccc2)n1C	-4	-1	3	-1	1	-7	-2	8	11
CCOP(=O)(OCC)C(NC(=O)c1ccc(C)cc1)=C(Cl)Cl	3	5	-1	0	2	1	-5	4	6
CC(C(=O)c1ccc2ccccc2c1)N1CCCCC1 (centres undefined)	-3	5	6	-1	-2	8	0	8	10
O=C(C(=O)N1CCOCC1)c1cn(Cc2ccccc2Cl)c2ccccc12	19	2	-2	2	-1	-5	-8	31	-1
C#C[C@]1(O)CCC2C3CCC4=C/C(=N/OCC(=O)NC(C)C(=O)NC(CCSC)C(=O)O)CC[C@]4(C)C3CC[C@@]21C (some centres undefined)	-3	0	5	-2	-1	5	3	-5	-4
Cc1cc(Oc2ccc(C(F)(F)F)cc2[N+](=O)[O-])c2c3c(c(=O)oc2c1)CCCC3	-4	4	8	0	-2	-5	0	1	-2
CN(C)c1ccc(C(=O)c2ccc(N(C)C)cc2)cc1	2	7	9	6	-5	2	-3	12	0
O=C(NC(Cc1cnc[nH]1)C(=O)O)c1ccccc1 (centres undefined)	-5	0	6	1	4	-2	0	-4	0
CCCC1C(C#N)=C(N)Oc2c1c(=O)oc1ccccc21 (centres undefined)	8	1	4	4	-1	13	2	-1	6
c1ccc(CCN2CCC(N3CCN(c4ccccc4)CC3)CC2)cc1	1	-2	3	2	2	0	2	19	-3
COc1cc(/C=C/C(=O)c2c(O)n(CCc3ccccc3)c(=O)[nH]c2=O)ccc1O	5	12	9	-1	-4	9	-8	2	-10
CCN(CC)P(=O)(Oc1cccc(C)c1)N(CC)CC	0	-2	6	2	3	2	-2	-2	8
CC(C)CCn1c(=O)c(C(=O)NCc2ccco2)c(O)c2ccccc21	-1	-4	1	-1	3	-2	-5	20	3
Cc1cccc(C)c1OC(=O)Cc1ccccc1	0	3	0	1	-1	2	-1	2	6
CNC(=O)O/N=C(\C)Cc1nnn(-c2cc(C)on2)n1	-4	-3	2	1	1	4	-7	1	9
O=C1NC(=O)C(=Cc2ccc(-c3ccc(S(=O)(=O)N4CCOCC4)cc3)o2)C(=O)N1	7	14	1	-2	-6	7	-4	-3	2
O=c1[nH]c(=O)n(-c2cccc3ccccc23)c(O)c1/C=N/N1CCCCC1c1cccnc1 (centres undefined)	-2	0	6	1	-3	-2	0	0	-1
Fc1ccccc1CN1CCN(c2ccc(Cl)cc2)CC1	-7	6	5	-4	-1	4	0	19	10
COC1=CC2[C@@H]3Cc4ccc(OC)c(O)c4[C@]2(CCN3C)CC1=O (some centres undefined)	·	2	2	·	·	·	-5	17	14
COc1ccc(C(C)=O)cc1CC(C(=O)c1ccc(C)c(C)c1)N(C)C (centres undefined)	-4	1	5	6	-1	-2	-2	18	8
CC(Cc1ccsc1)NCc1cn[nH]c1-c1ccc(F)cc1F (centres undefined)	2	8	0	-1	-1	4	2	-6	6
FC(F)(F)c1ccccc1CNCCc1c[nH]c2ccccc12	-2	4	1	7	2	4	-1	-28	16
Cc1cc(OCc2ccc([N+](=O)[O-])cc2)c2c3c(c(=O)oc2c1)CCCC3	7	-2	5	-7	-7	-3	-1	13	6
O=C(c1cc(-c2ccccc2)nc2ccccc12)N1CCC2(CC1)OCCO2	-2	0	4	8	6	4	-1	15	1
Nc1c(Br)cc([N+](=O)[O-])cc1[N+](=O)[O-]	-3	-2	3	0	-2	·	0	8	5
Cn1c(O)c(C=NC2CCCCCC2)c(=O)[nH]c1=S	2	1	2	11	1	-3	-1	-6	13
CCN1CCN(Cc2cc(C(C)(C)C)c(O)c(C(C)(C)C)c2)CC1	-4	·	3	3	-5	-16	3	23	·
COC(=O)C1=C(c2c(C)noc2C)C[C@@H]2CC[C@H]1N2C(=O)N1CCCC1	-1	0	-2	1	-1	·	5	5	-2
CCOC(=O)CC(NC(=O)C(Cc1ccc(N(CCCl)CCCl)cc1)NC(C)=O)C(=O)OCC (centres undefined)	-5	11	-3	-2	1	9	-2	-7	8
CC1CCN(C(=O)C(C)Cl)CC1 (centres undefined)	6	2	2	-3	-2	4	3	-6	5
Cn1c(=O)cc(OCC(=O)N2CCN(Cc3ccc4c(c3)OCO4)CC2)c2ccccc21	-4	8	-5	-2	-9	4	2	20	5
N#Cc1c(/N=C/C2C(=O)NC(=S)NC2=O)sc2c1CCCC2	-3	-28	2	-11	-1	-10	-2	-8	-51
O=C1NC(=O)N(c2ccccc2)C(=O)/C1=C\c1ccccc1[N+](=O)[O-]	6	5	-1	4	1	6	0	14	4
Cc1ccc(N(C)C(=O)Oc2cccc3cccnc23)cc1	-3	5	-1	10	-1	0	-5	-2	2
CCCCCn1c(=O)c(C(=O)Nc2ccccn2)c(O)c2ccccc21	-2	2	5	5	3	6	3	-10	8
N#Cc1ccc(N2CCNCC2)c(F)c1	-2	2	4	2	2	9	2	3	1
Cc1cc(=O)n(-c2ccccc2)n1-c1ccccc1	1	7	3	2	2	-1	-1	1	2
COC(=O)C1=C(c2c(C)noc2C)C[C@@H]2CC[C@H]1N2C(=O)NCC1CC1	2	-2	-5	-3	1	·	1	12	15
NCC(O)c1cc(O)c(O)cc1F (centres undefined)	-1	1	27*	0	-4	50*	-7	-9	2
Cc1cc(OCC(=O)NCc2cccnc2)c2c3c(c(=O)oc2c1)CCCC3	5	0	2	7	2	0	-3	-4	13
Next structures.
SMILES	PME-1 primary	PAFAH1B2 inh	pPAFAH inh	LYPLA2 inh	LYPLA1 counter	GSTO1 inh	PAD4 FP inh	PREPL inhibitor	PAFAH1B3 FP inh
CN1CCC(N(C)c2ccc(C(N)=O)cc2[N+](=O)[O-])CC1	-6	2	1	5	3	-4	-1	-3	2
CN1CCC(O)(c2ccccc2)C2CCCC21 (centres undefined)	0	4	-3	1	1	2	-7	13	-4
Cc1nc2ccccc2c(=O)n1-c1cccc([N+](=O)[O-])c1	-1	2	4	8	3	1	2	-10	6
COc1ccccc1N1CCN(Cc2ccc(F)cc2)CC1	9	0	-5	9	-3	6	3	23	-3
CCN(CC)c1ccc(N=Cc2c(O)n(Cc3ccccc3)c(=O)[nH]c2=O)cc1	2&-1	1&1	-2&8	-2&0	-2&0	6&5	-14&-10	11&7	5&4
CCCNC(=O)N1CCC2(CC1)OCCO2	6	3	3	-5	-5	4	1	-1	13
COc1cc2c(c(OC)c1OC)-c1ccc(O)cc1[C@@H](NC(C)=O)CC2	5	7	-1	-7	-4	8	-3	9	10
COc1cc(CC2(CCc3ccncc3)C(=O)N(C)C(=O)N(C)C2=O)cc(OC)c1OC	-2	6	-2	0	-1	-3	1	-1	-2
COc1cccc(CN2CC=C(c3ccc(F)cc3)CC2)c1	-2	1	1	-4	-1	6	1	17	9
COc1ccc(N2C(=O)/C(=C/c3cccs3)C(=O)NC2=S)cc1	-1	1	0	0	-1	-15	-3	6	-3
CCCNC(=O)N1[C@H]2CC[C@@H]1C(C(=O)OC)=C(c1cccc(OC)c1OC)C2	-2	-5	-5	2	2	2	-6	-10	6
C=CCn1c(=O)c(C=Nc2cccc([N+](=O)[O-])c2)c(O)n(CCCC)c1=O	-5	-5	2	-4	0	2	-6	2	-1
CCc1c(C)nc(N)nc1N1N=C1SC	-12	6	0	7	-1	1	5	4	5
Clc1ccc(C2NCCc3[nH]cnc32)cc1 (centres undefined)	-8	-4	1	-1	-3	3	-2	5	4
Cn1c(O)c(C=NCCCCCCCCCCC(=O)O)c(=O)n(C)c1=O	-1	3	1	8	0	10	-8	0	-5
CC(=O)Nc1ccc2c(c1)CC1(C(=O)N(C)C(=O)N(C)C1=O)C1CCCN21 (centres undefined)	-4	-1	-1	-5	-6	-1	1	4	12
COc1ccc2[nH]c3c(c2c1)CCN=C3C	4	-3	5	-4	-6	-3	-15	82*	-3
CCC(CO)(C(=O)OC1CC2CCC(C1)N2C)c1ccccc1 (centres undefined)	-4	5	-1	7	2	8	1	9	1
CO[C@H]1CC=C2CCN3CCC4=C(CC(=O)OC4)[C@]23C1	2	2	-1	-4	-6	3	-9	11	8
